# KinaseGlo FLuc: counter-screen: inhibitors of Kinase-Glo firefly luciferase; Potency, µM (titrated, usually from 38.3 µM), for inactives: at the top dose activity change, negative = inhibition, usual class: inhibitors; Kinase-Glo luciferase, ATP luminescence, 8 min; actives 0.28% (n = 200,000); Q27757; also: % is scaled to controls: 0 for no effect and ±100 for the full control effect; nearly all actives have a fitted effect of over 60% in size
#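 Compounds were added to a substrate mix at pH 7.2 (50 mM imidazole, 10 uM ATP, within the enzyme's linear range), followed by Kinase-Glo detection reagent; luminescence was measured after 8 minutes at ambient temperature.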
# RECQ1 inh: blocks DNA unwinding by human RECQ1 | RECQ1 DNA unwinding, red fluorescence kinetic read | Potency, µM (highest dose often 57.3 µM), without a hit: at the highest dose activity, negative = inhibition, usual class: inhibitors | actives 0.54% (n = 240,000) | AID 2549;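 also: plate controls were vehicle for no effect and no enzyme for full effect; nearly all actives have a fitted effect of over 30% in size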
#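 50 nM RECQ1T1 preincubated 15 min with compound in Tris pH 8.0 buffer with MgCl2, DTT, Tween-20 and 2.5 ug/ml poly(dI-dC); started with 200 nM TAMRA/BHQ-2 forked duplex and 2 mM ATP. Unwinding read as fluorescence (525/598 nm), two reads 2 h apart.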
# NPSR antag: blocks cAMP signaling of the human neuropeptide S receptor; Q6W5P4; CHO-NPSR cells, cAMP TR-FRET, antagonist mode; Potency, µM (titrated, usually from 38.3 µM), inactives show at the top dose activity change, negative = inhibition, hits mostly inhibitors; actives 1% (n = 220,000); also: % is scaled to controls: 0 for no effect and ±100 for the full control effect; nearly all actives have a fitted effect of over 50% in size; many of its hits are not listed in these tables
# Target sequence (Q6W5P4 whole entry, looked up): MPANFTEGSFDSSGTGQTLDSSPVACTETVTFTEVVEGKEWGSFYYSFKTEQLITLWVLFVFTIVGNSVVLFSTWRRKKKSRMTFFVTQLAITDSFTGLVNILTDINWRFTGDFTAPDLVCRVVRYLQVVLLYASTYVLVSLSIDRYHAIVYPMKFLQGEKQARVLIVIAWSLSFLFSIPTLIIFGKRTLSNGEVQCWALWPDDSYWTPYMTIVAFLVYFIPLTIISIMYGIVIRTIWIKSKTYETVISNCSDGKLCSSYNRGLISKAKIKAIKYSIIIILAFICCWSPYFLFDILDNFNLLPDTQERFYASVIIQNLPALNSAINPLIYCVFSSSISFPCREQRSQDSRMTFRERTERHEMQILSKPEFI
# Epigenetic derep: derepresses silenced GFP reporter in murine cells; murine LDR cells, GFP reporter derepression, 30 h; Potency, µM (titrated, usually from 53.9 µM), for the others: at the top dose GFP activation, hits mostly activators; AID 1865; actives 0.2% (n = 280,000); also: % of control where 0% means no effect; nearly all actives have a fitted effect of over 60% in size
#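 Reporter derepression read as number of fluorescent GFP-positive objects, 20-120 um in size, counted by laser-scanning cytometer. Mouse LDR line with an epigenetically silenced CMV-GFP locus; compound incubation 30 h, 37 C.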
# RGS12 GoLoco inh: RGS12 GoLoco-Gai1 interaction inhibition; Gai1:RGS12 GoLoco peptide FP, rhodamine, 10 min; Potency, µM (doses to about 61.6 µM), inactives show at the highest dose activity, negative = inhibition, usual class: inhibitors; actives 0.44% (n = 230,000); AID 880; active = well fitted inhibition curve with a large enough effect, not every such curve was filed as active; inactive = no such curve, though single readings can be large or run the other way; also: % is scaled to controls: 0 for no effect and ±100 for the full control effect; nearly all actives have a fitted effect of over 30% in size; many of its hits are not listed in these tables
# Target sequence (P63096 whole entry, looked up): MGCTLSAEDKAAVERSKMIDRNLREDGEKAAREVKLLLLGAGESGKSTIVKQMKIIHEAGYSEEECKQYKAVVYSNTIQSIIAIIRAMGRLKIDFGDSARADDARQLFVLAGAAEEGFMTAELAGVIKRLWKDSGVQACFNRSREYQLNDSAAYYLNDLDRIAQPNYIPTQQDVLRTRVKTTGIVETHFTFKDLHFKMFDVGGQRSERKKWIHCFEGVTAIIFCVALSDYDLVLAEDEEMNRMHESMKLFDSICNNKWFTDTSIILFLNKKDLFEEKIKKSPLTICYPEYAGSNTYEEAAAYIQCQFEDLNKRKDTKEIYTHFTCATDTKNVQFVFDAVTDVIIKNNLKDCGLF
# IMPase Li inh: IMPase inhibition in cells with lithium potentiation. CHO-M1 cells, IP1 TR-FRET (IP-One), carbachol + lithium. AID 1457. Potency, µM (top dose mostly 59.4 µM), without a hit: at the top dose activity, negative = IMPase inhibition, actives largely listed as inhibitors. actives 0.35% (n = 210,000);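 also: IP1 builds up when IMPase is blocked and the TR-FRET signal falls; plate controls were basal vehicle for no effect and high inhibitor control for full effect; nearly all actives have a fitted effect of over 50% in size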
#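 CHO-M1, 2000 cells/well, 16–30 h culture; cpd + low Li+, 30 min 37C; lysis with d2-IP1/Eu-anti-IP1 Ab, 10 min RT; TR-FRET 665/620 ratio and 620 channel; AC50 via Hill.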
# JMJD2E inh: blocks human JMJD2E demethylase activity. Potency, µM (highest dose often 57.1 µM), for the others: top-dose activity change, negative = inhibition, hits mostly inhibitors. B2RXH2. AID 2147. actives 1.6% (n = 230,000). JMJD2E catalytic domain, FDH-coupled NADH fluorescence (FDH is formaldehyde dehydrogenase); active = well fitted inhibition curve with a large enough effect, not every such curve was filed as active; inconclusive = small, poorly fitted or top-dose-only effect, or another doubt; inactive = no such curve, though single readings can be large or run the other way;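 also: 0% = wells with enzyme and -100% = buffer wells without enzyme; nearly all actives have a fitted effect of over 50% in size; many of its hits are not listed in these tables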
# Target sequence (B2RXH2 1-337 limits assumed): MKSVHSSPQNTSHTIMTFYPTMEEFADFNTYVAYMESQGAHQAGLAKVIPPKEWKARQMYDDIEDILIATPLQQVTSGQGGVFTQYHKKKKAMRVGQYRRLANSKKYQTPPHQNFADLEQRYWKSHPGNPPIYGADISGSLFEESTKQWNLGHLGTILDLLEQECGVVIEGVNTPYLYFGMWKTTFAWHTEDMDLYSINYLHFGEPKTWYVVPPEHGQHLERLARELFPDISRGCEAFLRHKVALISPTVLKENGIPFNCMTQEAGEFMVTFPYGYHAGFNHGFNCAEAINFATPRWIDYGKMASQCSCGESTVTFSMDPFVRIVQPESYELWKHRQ
# SMN2 splice enh: SMN2 splice variant enhancement. HEK293 SMN2-luciferase splicing reporter, luminescence, 30-36 h. Potency, µM (series often up to 46.1 µM), for the others: top-dose activity change, positive = activation, actives largely listed as activators. actives 2.8% (n = 210,000). AID 1458; also: % of control where 0% means no effect; nearly all actives have a fitted effect of over 55% in size
#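 qHTS luciferase splicing reporter: luminescence rises when SMN2 exon 7 is included in transfected HEK293 cells. Compound exposure lasted 30-36 h at 37C, with 4.5 mM final sodium butyrate as control, followed by a ONE-Glo read.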
# * = called active by the depositor; i = inactive; ? = inconclusive; nt = no result given; [ ] = remark or other dose. Unless noted, calls follow the shape of the dose curve; as a rule, active = well fitted curve in the direction sought with a large enough effect; inconclusive = small, poorly fitted or top-dose-only effect, or another doubt; inactive = no such curve, though single readings can be large; an effect the other way counts as inactive or inconclusive. Potency is read from the fitted curve at half-maximal effect. The list is partial. The share of hits here may be higher or lower than overall.
SMILES,KinaseGlo FLuc,RECQ1 inh,NPSR antag,Epigenetic derep,RGS12 GoLoco inh,IMPase Li inh,JMJD2E inh,SMN2 splice enh
O=C(O)CCCC(=O)Nc1cc([N+](=O)[O-])ccc1O,nt,i,8%,-0.2%,0%,-2%,1%,nt
CCCOc1cc(C)c(S(=O)(=O)n2nnc3ccccc32)cc1C,-4%,4%,-11%[46.1 µM],-0.6%,3%,14%[38.3 µM],0%,14%
Cc1ccc(C(=O)N/N=C/c2ccc3c(c2)OCO3)o1,?,2%,0%,-3.2%,1%,-4%,?,13µM*
CCC1=C(OC(=O)N(CC)CC)N2C(=O)OC(=NCCOC)[C@]2(C)[C@H]2C1=CC[C@H]1C(=O)N(C)C(=O)[C@H]12,-2%,-5%,nt,3.2%,-4%,2%,-6%,-6%
CN1CCN(c2ccccc2NC(=O)c2cc(Br)ccc2Cl)CC1,1%,-6%,6%[46.1 µM],-0.1%,2%,24%[38.3 µM],3%,18%
CCCCC(CC)C1OCC(CN2CCCC2)O1 (stereo not given),4%,-8%,-3%[46.1 µM],-1.1%,8%,18%[38.3 µM],6%,2%
CCCCn1c(=O)c(CCC(=O)OCC(=O)Nc2ccc(C)c(Cl)c2)nc2ccccc21,-1%,-4%,-11%[46.1 µM],1.3%,10%,0%,?,-11%
CCC1CCCCN1CCCNC(=O)COc1cc(=O)n(C)c2ccccc12 (stereo not given),-1%,i,-9%[46.1 µM],-1.8%,23%,6%[38.3 µM],-3%,11%
Cc1nc2nc(SCC(=O)c3cccc([N+](=O)[O-])c3)[nH]c2cc1Br,nt,-4%,-23%[46.1 µM],1.6%,nt,nt,-6%,nt
N#CC(C(=O)NCc1ccco1)c1nc2ccccc2nc1N1CCOCC1 (stereo not given),-3%,-14%,-10%[46.1 µM],0.0%,12%,53%[activator][38.3 µM],-4%,17%
COC(=O)c1ccccc1NC(=O)C1CCCCC1C(=O)O (stereo not given),0%,?,-4%[46.1 µM],1.3%,2%,-5%[38.3 µM],?,-15%
CC1(C)SC2c3ccccc3C(=O)N2[C@@H]1C(=O)NCc1ccco1 (stereo not given in full),-5%,-3%,-7%[46.1 µM],-2.7%,-11%,10%[38.3 µM],-4%,-16%
CCCC(c1nnnn1CS(=O)(=O)c1ccc(C)cc1)N1CCN(CC)CC1 (stereo not given),-2%,i,-25%,5.6%,13%,1%,?,nt
CCC(=O)OCCn1c(=O)c2cc3c(=O)n(CCOC(=O)CC)c(=O)c3cc2c1=O,-2%,-5%,-4%[46.1 µM],-4.8%,-4%,2%[38.3 µM],6%,-5%
Cc1onc(-c2ccc(Cl)cc2)c1-c1ccnn1S(=O)(=O)c1ccc(Cl)cc1,nt,-2%,?,0.0%,1%,nt,-4%,nt
COc1cccc(/C=N/NC(=O)c2ccc(=O)[nH]n2)c1O,nt,i,-16%,0.5%,4%,nt,13µM*,nt
c1ccc(-c2onc3c2CCCC3)cc1,-2%,-1%,7%[46.1 µM],1.8%,3%,16%[38.3 µM],-13%,-21%
S=c1[nH]nc(-c2ccccn2)n1/N=C/c1ccco1,nt,1%,-3%,-1.0%,3%,nt,-8%,nt
N/C(=N\OC(=O)CCc1ccccc1)c1ccccc1Cl,1%,-5%,12%,-0.4%,11%,5%,-9%,9%
CCOP(=O)(OCC)C(Nc1cccc(C)c1)c1ccc(F)cc1 (stereo not given),1%,7%,-1%,1.0%,5%,5%,-3%,-10%
CCOC(=O)CSc1nc2ccccc2n1C(=O)OCC,-2%,-14%,-15%[46.1 µM],-1.0%,90%[activator],-6%[38.3 µM],-5%,-2%
Cc1ccc(-c2noc(CNCCCN(C)C)n2)cc1,1%,-5%,3%[46.1 µM],-0.7%,-2%,-6%[38.3 µM],8%,-23%
CSc1nc2ccccc2n1CC(=O)Nc1ccccc1,0%,i,-1%[46.1 µM],2.2%,3%,-2%[38.3 µM],5%,-1%
COC(=O)N/N=C/c1ccc(OC(=O)/C=C/c2ccco2)cc1,nt,-16%,-22%,-0.4%,11%,nt,-2%,nt
Cc1cc(NC(CC(C)C)C(=O)O)nc(Cc2ccccc2)n1 (stereo not given),1%,i,7%[46.1 µM],1.4%,1%,-3%[38.3 µM],-1%,-4%

# Part of the list above in order of count of non-hydrogen atoms, falling:
SMILES,KinaseGlo FLuc,RECQ1 inh,NPSR antag,Epigenetic derep,RGS12 GoLoco inh,IMPase Li inh,JMJD2E inh,SMN2 splice enh
CCC1=C(OC(=O)N(CC)CC)N2C(=O)OC(=NCCOC)[C@]2(C)[C@H]2C1=CC[C@H]1C(=O)N(C)C(=O)[C@H]12,-2%,-5%,nt,3.2%,-4%,2%,-6%,-6%
CCCCn1c(=O)c(CCC(=O)OCC(=O)Nc2ccc(C)c(Cl)c2)nc2ccccc21,-1%,-4%,-11%[46.1 µM],1.3%,10%,0%,?,-11%
CCC(=O)OCCn1c(=O)c2cc3c(=O)n(CCOC(=O)CC)c(=O)c3cc2c1=O,-2%,-5%,-4%[46.1 µM],-4.8%,-4%,2%[38.3 µM],6%,-5%
CCCC(c1nnnn1CS(=O)(=O)c1ccc(C)cc1)N1CCN(CC)CC1 (stereo not given),-2%,i,-25%,5.6%,13%,1%,?,nt
Cc1nc2nc(SCC(=O)c3cccc([N+](=O)[O-])c3)[nH]c2cc1Br,nt,-4%,-23%[46.1 µM],1.6%,nt,nt,-6%,nt
COC(=O)N/N=C/c1ccc(OC(=O)/C=C/c2ccco2)cc1,nt,-16%,-22%,-0.4%,11%,nt,-2%,nt
N/C(=N\OC(=O)CCc1ccccc1)c1ccccc1Cl,1%,-5%,12%,-0.4%,11%,5%,-9%,9%
Cc1ccc(C(=O)N/N=C/c2ccc3c(c2)OCO3)o1,?,2%,0%,-3.2%,1%,-4%,?,13µM*
S=c1[nH]nc(-c2ccccn2)n1/N=C/c1ccco1,nt,1%,-3%,-1.0%,3%,nt,-8%,nt
CCCCC(CC)C1OCC(CN2CCCC2)O1 (stereo not given),4%,-8%,-3%[46.1 µM],-1.1%,8%,18%[38.3 µM],6%,2%
c1ccc(-c2onc3c2CCCC3)cc1,-2%,-1%,7%[46.1 µM],1.8%,3%,16%[38.3 µM],-13%,-21%

# Next section:
SMILES,KinaseGlo FLuc,RECQ1 inh,NPSR antag,Epigenetic derep,RGS12 GoLoco inh,IMPase Li inh,JMJD2E inh,SMN2 splice enh
O=C1c2ccncc2C(=O)N1CO,-1%,i,-5%[46.1 µM],-2.8%,2%,-10%[38.3 µM],-5%,-5%
O=P1(O)C=C(c2ccccc2)NC(c2ccccc2)=C1,0%,-1%,-4%[46.1 µM],0.0%,11%,3%[38.3 µM],10%,-8%
O=C(O)CCCC(=O)Nc1cccc(C(F)(F)F)c1,1%,-6%,-6%[46.1 µM],-1.9%,3%,5%[38.3 µM],5%,15%
Cc1ccc(C)c(N2CCN(C(c3ccc(N(C)C)cc3)c3nnnn3C(C)(C)C)CC2)c1 (stereo not given),0%,i,?,2.5%,-15%,19%,-5%,-14%
COc1ccc(-c2n[nH]c(=S)n2N)c(OC)c1,-3%,-3%,5%,-0.2%,0%,1%,?,7%
CCc1ccc(N=CC2=C(O)CC(c3ccco3)CC2=O)cc1 (stereo not given),-4%,i,-13%[46.1 µM],-2.5%,15%,12%[38.3 µM],?,-6%
COc1ccc(CC(=O)NCc2n[nH]c(=S)n2-c2ccccc2OC)cc1,1%,-2%,10%,-1.7%,5%,-3%,1%,23%
Oc1ccccc1C1=Nc2nc3ccccc3n2C(c2ccccc2)C1 (stereo not given),-9%,-8%,-15%[46.1 µM],0.0%,10%,23%[38.3 µM],?,19%
CCc1ccc(NC(=O)CCn2c(=O)oc3ccccc32)cc1,0%,-4%,2%[46.1 µM],-2.3%,-8%,3%[38.3 µM],0%,-9%
CSc1ccc(C(=O)C2CCCN(C(=O)Cc3nonc3C)C2)cc1 (stereo not given),nt,i,16%,2.3%,1%,-1%,3%,nt
Cn1c(SCc2nc(-c3ccc(Br)cc3)no2)nnc1-c1ccco1,2%,16%,-14%[46.1 µM],0.7%,16%,33%[activator][38.3 µM],2%,-45%[inhibitor]
CCn1nnnc1SCC(=O)Nc1ccc(OCc2ccccc2)cc1,-3%,i,-6%[46.1 µM],-2.0%,5%,-1%,2%,13%
O=C(O)c1cccc(-n2cccc2/C=C/[N+](=O)[O-])c1,nt,?,-53%,4.2%,-17%,nt,?,nt
CCOc1cc(/C=N\NC(=O)c2ccc(NC(=O)C(C)(C)C)cc2)ccc1OC(=O)c1cccc(C)c1,0%,-12%,-14%[46.1 µM],-1.7%,4%,8%[38.3 µM],?,-12%
CCC(=O)Nc1cccc(NC(=O)CSc2nnc(C(C)C)n2CC)c1,nt,-4%,6%[46.1 µM],-5.7%,nt,nt,3%,nt
O=C(c1cc2ccccn2n1)N1CCCC1,-1%,-8%,-12%[46.1 µM],-0.2%,8%,-3%[38.3 µM],-2%,4%
Cc1ccc(-n2nc(C)c(C(C)(O)C(F)(F)F)c2N)cc1 (stereo not given),-2%,-1%,7%,0.1%,16%,-7%,9%,16%
CC(C)(C)C(=O)Nc1cccc(-c2ncon2)c1,nt,3%,-11%,0.9%,1%,nt,0%,nt
CCN(CC)C(=O)Cc1ccccc1,nt,-10%,15%,0.0%,9%,nt,10%,nt

# Complete entries from above. Order of values: KinaseGlo FLuc | RECQ1 inh | NPSR antag | Epigenetic derep | RGS12 GoLoco inh | IMPase Li inh | JMJD2E inh | SMN2 splice enh
# CC(C)(C)C(=O)Nc1cccc(-c2ncon2)c1 is listed as nt | 3% | -11% | 0.9% | 1% | nt | 0% | nt
# O=C1c2ccncc2C(=O)N1CO is listed as -1% | i | -5%[46.1 µM] | -2.8% | 2% | -10%[38.3 µM] | -5% | -5%

# Compound activity: PubChem BioAssay, National Center for Advancing Translational Sciences (NCATS)
